Source: PubChem BioAssay
MIN6 prolif: inducers of beta-cell replication in MIN6 cells; MIN6 cells proliferation, ATPlite luminescence, 48 h; cells starved in 0.2% serum; 100% = growth in 10% serum; proliferation, % at 10 µM; hit rate 0.29% among 330,000; AID 2380;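 active = compounds whose signal lies at least 3.5 SD above the mean of all wells on their plate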;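 note: 0% = DMSO-treated cells in low-serum medium and 100% = 10% serum control; some compounds called inactive have numbers as strong as hits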
APOBEC3A inh: inhibitors of human APOBEC3A DNA deaminase. P31941. recombinant A3A, FAM/TAMRA ssDNA deamination fluorescence. inhibition, % at 20 µM. hit rate 0.41% among 330,000. AID 493011;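 active = at least 40% inhibition at 20 µM here, with at most 30% in a related deaminase screen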;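 note: plate controls were A3A with DMSO for no effect and wells lacking A3A enzyme for full effect; some results filed as inactive read as strong as hits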
Target sequence (P31941 whole entry, looked up): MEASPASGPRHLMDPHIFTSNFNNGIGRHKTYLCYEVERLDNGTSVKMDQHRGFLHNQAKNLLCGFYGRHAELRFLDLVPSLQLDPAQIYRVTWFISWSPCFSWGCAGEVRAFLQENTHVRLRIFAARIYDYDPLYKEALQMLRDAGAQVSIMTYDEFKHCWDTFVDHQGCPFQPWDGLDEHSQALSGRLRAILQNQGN
hIAP act: human IAP activation | P09923 | purified human IAP, CDP-Star luminescence, 30 min; stronger effect = higher value; 1 = vehicle-only enzyme, 0 = enzyme-free background | activation factor at 10 µM | hit rate 0.16% among 330,000 | AID 2524;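 active = activation factor of the enzyme at least 2-fold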; note: the source names both 10 and 20 µM as test concentration; values of inactives mirror those of a sister screen read the other way
mIAP act: mouse IAP activation; muIAP, CDP-Star luminescence, 30 min; stronger effect = higher value; 1 = vehicle-only enzyme signal, 0 = enzyme-free wells; activation factor at 10 µM; hit rate 0.24% among 330,000;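 active = activation factor of at least 2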; note: the source names both 10 and 20 µM as test concentration; values of inactives mirror those of a sister screen read the other way
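also added = chemiluminescent substrate CDP-Star | test system = mouse IAP enzyme | signal = chemiluminescence readout | compound = DMSO-dissolved test compounds | incubation = 30 min at room temperature | benchmarks = DMSO wells, no-enzyme wells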
hIAP inh: blocks human intestinal alkaline phosphatase; P09923; purified IAP, CDP-Star luminescence, 30 min; inhibition, % at 10 µM; hit rate 0.12% among 330,000;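 active = inhibition reaching a set limit with compound at 10 µM in the primary screen, cut at about 35% in these data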;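 note: plate controls were DMSO wells with enzyme for no effect and no-enzyme buffer wells for full effect; values of inactives mirror those of a sister screen read the other way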
mIAP block: mouse IAP inhibition; purified mouse IAP, CDP-Star luminescence, 30 min; inhibition, % at 10 µM; hit rate 0.2% among 330,000; AID 2806;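 active = inhibition of at least 40% at 10 µM in the primary screen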;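 note: plate controls were DMSO with enzyme for no effect and no enzyme wells for full effect; values of inactives mirror those of a sister screen read the other way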
NLRP3 yeast inh: NALP3 inhibition in yeast; Yeast reconstituted NLRP3/ASC/caspase-1, beta-gal luminescence, 24 h; inhibition, % at 10 µM; hit rate 0.39% among 330,000;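 active = inhibition of 50% or more; inactive = inhibition below 50%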;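 note: plate controls were induced DMSO wells for no effect and uninduced yeast grown without galactose for full effect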
SENP1 FRET inh: SENP1 (human) catalytic domain inhibition; hit rate 0.21% among 360,000; Q9P0U3; AID 624204; recombinant SENP1 catalytic domain, CyPet-SUMO1-YPet FRET cleavage; inhibition, % at 10 µM;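 active = inhibition at least 30% at 10 µM, raw YFP signal under a set limit, fluorescence ratio 0.5 to 1.5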;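 note: 0% = enzyme with DMSO and 100% = no enzyme wells; some results filed as inactive read as strong as hits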
Target sequence (Q9P0U3 419-644 limits assumed): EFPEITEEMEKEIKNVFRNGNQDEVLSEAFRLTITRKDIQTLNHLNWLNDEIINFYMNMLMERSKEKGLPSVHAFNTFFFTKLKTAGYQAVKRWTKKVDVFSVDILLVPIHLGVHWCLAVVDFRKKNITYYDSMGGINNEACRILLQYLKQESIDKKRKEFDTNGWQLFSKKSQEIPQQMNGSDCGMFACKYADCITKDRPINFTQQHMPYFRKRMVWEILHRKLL
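Material – human SENP1 catalytic domain · Input – SENP1 enzyme, 20 pM final · Compound dosing – single concentration of 10 µM compound, 0.5% DMSO final · Timing – enzyme reaction for 50 min at room temperature, dark · Measured by – FRET fluorescence in CFP and YFP emission channels · Control set – no-enzyme wells low, DMSO-plus-enzyme wells high control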
A3G deaminase: blocks human APOBEC3G single-stranded DNA deamination | recombinant A3G, ssDNA deamination FAM/TAMRA fluorescence | hit rate 0.28% among 330,000 | inhibition, % at 20 µM;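 active = inhibition of at least 40% at 20 µM, with no more than 30% in the related APOBEC3A deaminase screen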;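 note: plate controls were DMSO wells with A3G for no effect and wells lacking A3G enzyme for full effect; some compounds called inactive have numbers as strong as hits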
Target sequence (Q9HC16 whole entry, looked up): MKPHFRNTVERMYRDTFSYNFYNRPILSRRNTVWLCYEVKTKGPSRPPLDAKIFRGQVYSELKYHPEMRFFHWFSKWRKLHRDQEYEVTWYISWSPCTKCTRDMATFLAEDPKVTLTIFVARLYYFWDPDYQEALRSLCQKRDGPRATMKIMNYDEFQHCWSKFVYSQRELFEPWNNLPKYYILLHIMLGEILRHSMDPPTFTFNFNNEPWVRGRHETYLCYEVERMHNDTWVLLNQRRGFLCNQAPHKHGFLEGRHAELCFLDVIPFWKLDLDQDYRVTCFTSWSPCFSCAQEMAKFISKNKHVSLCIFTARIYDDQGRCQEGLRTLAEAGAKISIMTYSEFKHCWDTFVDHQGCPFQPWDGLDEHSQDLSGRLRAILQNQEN
The depositor's hits bear a star; . = not tested or not shown.

Structure	MIN6 prolif	APOBEC3A inh	hIAP act	mIAP act	hIAP inh	mIAP block	NLRP3 yeast inh	SENP1 FRET inh	A3G deaminase
CCN(CC)c1ccc(C=Nc2ccc(C)cc2)c(O)c1	0.6	-0.2	1.03	0.988	-2.6	1.2	4.6	-5.5	-0.2
Cc1ccc(S(=O)(=O)N/N=C\c2cccnc2)cc1	1.8	-2.8	1.03	1.07	-3.4	-7.4	4.0	-0.1	-7.6
Cc1ccc(C)c(N2CCN(C(=O)c3ccc(N4CCOCC4)c([N+](=O)[O-])c3)CC2)c1	-2.0	4.2	0.827	0.948	17.3	5.2	33.2	1.0	5.9
S=C(NCc1ccccc1)NNc1nc2ccccc2[nH]1	-3.3	-1.4	1.77	0.82	-76.8	18.0	34.2	1.5	29.5
CCSc1nc(O)c(Cc2ccccc2)c(=O)[nH]1	1.5	-7.4	0.99	1.02	1.0	-1.8	-3.6	0.2	-8.5
O=C1CCc2cc(S(=O)(=O)NCc3ccc(F)cc3)cc3c2N1CCC3	-4.3	-0.4	1.11	1.02	-11.2	-1.8	-0.2	2.0	-10.6
COCCCNC(=O)c1c(-c2ccccc2)noc1C	2.0	-3.2	0.986	0.984	1.4	1.6	17.8	-0.5	-7.2
O=c1[nH][nH]c(-c2ccccc2)c1C=Nc1ccc(F)cc1F	2.5	-0.6	1.35	0.987	-34.9	1.3	-4.8	1.7	-3.7
Cc1nn(CC(=O)NC2(C#N)CCCCC2)c(C)c1[N+](=O)[O-]	-6.7	2.2	0.978	1.02	2.2	-1.6	13.1	2.4	-2.5
CCCCN(C(=S)Nc1ccc(F)cc1)c1c(N)n(CCC)c(=O)[nH]c1=O	-3.3	-3.5	0.971	1.07	2.9	-7.5	2.4	-1.7	-2.4
COc1ccc(S(=O)(=O)Nc2c(C(=O)O)[nH]c3ccccc23)c(OC)c1	-0.1	0.3	0.821	0.899	17.9	10.1	9.2	-0.7	-2.8
CC(C)(C)c1ccc(C(=O)Nc2cccc(-n3cnnn3)c2)cc1	-5.0	-0.3	1.33	1.17	-32.9	-17.1	52.3*	2.2	-3.7
CCCCN(C(=O)c1ccc(C)c(S(=O)(=O)N2CCOCC2)c1)c1c(N)n(CCCC)c(=O)[nH]c1=O	1.2	2.1	1.01	1.07	-1.4	-7.3	8.0	-3.2	-8.6
Cc1cc(C)c(S(=O)(=O)N2CCN(S(=O)(=O)N3CCC(C)CC3)CC2)c(C)c1	2.2	-2.3	1.05	1.06	-4.8	-6.0	22.0	0.8	-5.5
Cc1ccc(C(=O)Nc2ccc(C(=O)O)cc2NC(=O)c2ccc(C)cc2)cc1	-5.3	0.5	1.16	0.901	-15.6	9.9	9.4	0.3	-1.5
CC(OC(=O)c1nc(Cl)ccc1Cl)C(=O)Nc1ccc2c(c1)OCCO2 (stereo not given)	-3.9	1.2	0.944	0.934	5.6	6.6	16.6	2.3	-14.0
COc1cccc(C(=O)CN(C(=O)c2ccc(Cl)c(Cl)c2)N2C(=O)C3CCCCC3C2=O)c1 (stereo not given)	-1.9	1.3	1.08	1	-8.0	-0.5	17.8	-0.9	-1.9
O=C(C1CCN(S(=O)(=O)c2ccc(F)cc2)CC1)N1CC=C(c2ccccc2)CC1	-0.9	-0.6	0.921	0.991	7.9	0.9	9.4	-3.6	-4.2
CC(NC(=O)CN(C)S(=O)(=O)c1ccc(F)cc1)C1CC2CCC1C2 (stereo not given)	-0.4	1.8	0.965	1.17	3.5	-16.6	5.5	0.5	-6.6
CN(C)C(CNc1ccc(S(C)(=O)=O)cc1[N+](=O)[O-])c1ccccc1 (stereo not given)	-3.0	-4.4	0.878	0.871	12.2	12.9	17.5	3.2	-8.9
CCO[C@H]1OC(C(=O)N2CCCCCCC2)=C[C@@H](C)[C@@H]1CCCO	-2.4	-1.2	0.927	0.979	7.3	2.1	10.3	0.5	-7.0
COc1ccc(CC(=O)Nc2sc(Cc3ccccc3)c(C)c2C(N)=O)cc1	1.0	-1.7	0.867	0.904	13.3	9.6	25.1	-0.4	-7.6
Cc1ccc(S(=O)(=O)N2CCCCC2)cc1NC(=O)COC(=O)C1CC2C=CC1C2 (stereo not given)	-1.2	-0.8	1.28	1.17	-27.7	-17.4	-2.1	2.1	-3.0
Cc1cccc(C)c1NC(=O)CC(NCc1ccco1)C(=O)O (stereo not given)	0.0	-0.9	0.993	0.883	0.7	11.7	9.4	1.0	1.7
O=C(Nc1ccccc1)Nc1csc2ccccc12	-2.5	-4.0	1.03	3.23*	-3.5	-223.3	32.4	-1.3	-12.0
CCN(CC)c1ccc(NC(=O)COC(=O)/C=C/c2nc3ccccc3s2)cc1	1.8	-3.1	1.04	0.881	-3.9	11.9	5.9	-0.4	-4.1
COC(=O)C1=C(C)N(c2cc(C)cc(C)c2)/C(=C/c2ccc(O)cc2)C1=O	-6.1	0.1	1.04	0.76	-4.5	24.0	9.2	0.4	-4.3
CN(C)C=C1C(=O)c2ccccc2C1=O	-0.8	2.0	0.86	1.07	14.0	-6.8	4.9	4.4	-7.8
Oc1ccc(N=Nc2ccc3c(c2)OCO3)c2ccccc12	-6.0	8.6	0.823	0.73	17.7	27.0	25.7	.	3.7
CCCSc1nnc2nc(C)cc(C)n12	-3.6	0.0	1.06	1.03	-6.0	-3.0	28.4	1.5	-2.6

Next section:
Structure	MIN6 prolif	APOBEC3A inh	hIAP act	mIAP act	hIAP inh	mIAP block	NLRP3 yeast inh	SENP1 FRET inh	A3G deaminase
CCN1C(=O)/C(=C2/C(=O)N3c4c(cc(OC(C)=O)cc42)C(C)=CC3(C)C)SC1=S	-1.7	3.6	0.768	0.901	23.2	9.9	25.5	0.6	0.5
Cc1cc(C)nc(NS(=O)(=O)c2ccc(N/C=C/C(=O)c3ccc(Cl)cc3)cc2)n1	0.0	-1.2	1.07	1.07	-6.9	-6.7	5.6	-28.4	-2.5
O=C(O)c1ccc2c(c1)N(Cc1ccccc1F)C(=O)c1ccccc1S2=O (stereo not given)	-0.7	-0.3	1.01	0.911	-1.2	8.9	4.1	-0.1	-1.4
O=C(CCN1CCCCCC1)Nc1cccc(F)c1	-1.0	-0.2	1.07	0.997	-6.6	0.3	11.2	1.7	0.8
Cc1ccccc1N1C(=O)C2CCCN2C1=S (stereo not given)	-4.8	-0.1	0.867	1.11	13.3	-11.3	7.5	1.1	-3.6
CCCN(CC(=O)Nc1ccccc1OC)C(=O)c1ccc2ncsc2c1	5.7	-0.6	0.978	1.02	2.2	-2.2	6.4	2.4	-5.7
CCCn1c(N)c(C(=O)CN2CCc3ccccc3C2)c(=O)n(C)c1=O	-2.7	0.6	0.948	0.982	5.2	1.8	8.7	-67.8	-10.2
COc1ccccc1CNC(=O)C(C)NS(=O)(=O)c1ccccc1 (stereo not given)	-3.8	-1.3	1.08	0.981	-8.0	1.9	11.0	-0.2	-5.9
CCN(CC)C(=O)N1CCc2ccccc2C1CN1C(=O)c2ccccc2C1=O (stereo not given)	3.0	-2.9	0.845	0.908	15.5	9.2	0.9	-0.4	-4.2
CCCc1cc(C(=O)Nc2ccc(C#N)cc2)no1	-0.7	-1.3	1.05	0.959	-5.5	4.1	10.6	-0.8	-6.2
Cc1ccc(S(=O)(=O)CCC(=O)N(CCCN2CCOCC2)c2nc3ccccc3s2)cc1	-6.9	12.7	1.03	0.976	-2.7	2.4	32.4	0.4	1.8
COc1ccc(C(=O)NNC(=O)CN2CCN(c3nc(-c4ccccc4)cs3)CC2)cc1	-0.4	0.4	1.43	1.05	-43.1	-4.7	1.9	2.2	1.2
CCOC(=O)C1=C(C)NC(=O)NC1c1ccccc1 (stereo not given)	-4.0	-2.3	0.947	1.1	5.3	-10.2	-0.2	1.9	-7.3
N#CCCn1nc(-c2ccc([N+](=O)[O-])cc2)cc1Nc1ccccc1NC(=O)C(F)(F)F	0.0	-4.5	0.932	0.938	6.8	6.2	1.9	4.4	-1.4
CC(C)C(c1nnnn1Cc1ccc(F)cc1)N1CCC(C(N)=O)CC1 (stereo not given)	-0.9	-1.7	0.979	1.02	2.1	-1.7	-9.3	1.3	-7.3
COc1cc(OC)c(OC)cc1CNC(=O)c1cc(=O)c2ccccc2o1	0.1	-5.0	0.924	0.872	7.6	12.8	-2.0	-1.5	-8.8
CC(C)CC(C(=O)OCC(=O)Nc1ncc(Cl)cc1Cl)N1C(=O)c2ccccc2C1=O (stereo not given)	-0.1	0.1	1.19	1	-18.7	0.0	15.3	-0.1	-3.4
CC(C)(C)NC(=O)C(c1ccccc1)N(C(=O)c1ccco1)C1CC1 (stereo not given)	-2.2	-2.2	1.16	0.993	-15.8	0.7	7.5	5.3	-2.6
CC1CN(C(=O)CNC(=O)COc2ccccc2)CC(C)O1 (stereo not given)	-4.3	-4.2	1.17	1.04	-16.5	-4.0	2.8	0.9	-6.4
COC(=O)N/N=C/c1ccc(-c2cc(Cl)ccc2Cl)o1	-2.0	10.2	0.902	0.886	9.8	11.4	26.9	1.1	-3.2
C/C(N)=C(/C#N)C(=O)CSc1nc2ccc(C)cc2[nH]1	1.5	-3.4	0.89	0.971	11.0	2.9	5.1	-0.5	-2.0
O=C(C[n+]1ccccc1)N/N=C/c1cc(Br)ccc1F	0.2	0.8	0.95	0.869	5.0	13.1	9.8	0.9	0.5
COC(=O)c1ccc(OC(=O)c2nn(C)cc2Cl)c(OC)c1	-4.5	-0.5	1.04	1.07	-3.7	-6.9	15.2	0.4	-0.3

A portion of the library; the hit share may differ from the screen's.
